# Source: PubChem BioAssay
# aGlu spleen mod: qHTS Assay for Inhibitors and Activators of Human alpha-Glucosidase From Spleen Homogenate; Lysosomal alpha-glucosidase (Homo sapiens), P10253; human spleen homogenate, 4-MU-alpha-glucoside fluorescence; Potency, µM (highest dose often 79.9 µM), for the others: at the highest dose activity change, negative = inhibition, hits mostly inhibitors; hit rate 0.006% among 240,000; AID 2112, 2009;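 further: 0% = enzyme with vehicle and -100% = no enzyme basal signal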
#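 Enzyme source: human spleen homogenate, 1 ug/well. Buffer 50 mM citric acid/K phosphate pH 5.0, 0.01% Tween-20. 4-MU-alpha-glucoside 1 mM; 37 C x 40 min; NaOH/glycine stop; fluorescence.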
# GLA spleen mod: qHTS Assay for Inhibitors and Activators of Human alpha-Galactosidase From Spleen Homogenate; human spleen homogenate, 4MU-alpha-Gal fluorescence, 40 min; Potency, µM (top dose mostly 80 µM), inactives show at the highest dose activity change, negative = inhibition, actives largely listed as inhibitors; hit rate 0.008% among 240,000; AID 2107, 2009;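 further: 0% = enzyme with vehicle and -100% = no enzyme basal signal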
# Target sequence (P06280 32-429 limits assumed): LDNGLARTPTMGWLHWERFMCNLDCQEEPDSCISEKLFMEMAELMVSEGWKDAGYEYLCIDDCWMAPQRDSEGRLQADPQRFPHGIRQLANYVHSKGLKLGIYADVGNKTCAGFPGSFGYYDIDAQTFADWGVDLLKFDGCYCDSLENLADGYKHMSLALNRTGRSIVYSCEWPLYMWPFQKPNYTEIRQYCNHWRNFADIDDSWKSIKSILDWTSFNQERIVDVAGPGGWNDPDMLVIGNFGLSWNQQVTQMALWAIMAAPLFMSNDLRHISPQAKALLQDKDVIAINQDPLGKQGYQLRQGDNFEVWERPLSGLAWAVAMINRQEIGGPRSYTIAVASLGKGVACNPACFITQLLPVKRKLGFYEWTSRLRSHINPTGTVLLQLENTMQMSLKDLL
#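 Human spleen homogenate (1 ug) as enzyme source, 4-methylumbelliferyl-alpha-D-galactopyranoside 1 mM final, citrate/phosphate pH 5.0 with 0.01% Tween-20. Compounds 40 min at 37C, NaOH/glycine stop; fluorescence Ex 365/Em 440, Hill-fit AC50.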
# Tau fluor counter: Counterscreen qHTS for Inhibitors of Tau Fibril Formation, Fluorescence Polarization. AID 1463, 2008. hit rate 0.93% among 280,000. Potency, µM (highest dose often 57.7 µM), for inactives: at the top dose activity change, negative = decrease. tau K18 P301L Alexa594 fluorescence, heparin fibrillization; further: on the % scale 0 is the no-effect control and ±100 the full control effect; nearly all actives have a fitted effect of over 55% in size
#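 Human K18 P301L tau (15 uM unlabeled plus 0.24 uM Alexa 594-labeled, final) in 100 mM sodium acetate pH 7 was mixed with compound and 20 uM heparin and incubated 6 hr at 37 C.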
# GAA glycogen: qHTS Assay for Inhibitors and Activators of Human alpha-Glucosidase Cleavage of Glycogen; Lysosomal alpha-glucosidase (Homo sapiens), P10253; recombinant GAA, glycogen substrate, Amplex Red glucose oxidase fluorescence; Potency, µM (titrated, usually from 76.4 µM), for inactives: at the top dose activity change, negative = inhibition, usual class: inhibitors; hit rate 0.38% among 300,000;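 further: 0% = full enzyme reaction and -100% = no-enzyme basal signal; the screen sought inhibitors and activators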
#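 qHTS, 1536-well; enzyme 4 nM final; cpd up to 77 uM; substrate bovine liver glycogen 30 ug; 50 mM citrate/phosphate pH 5.0, 0.01% Tween-20; 37 C, 40 min; Amplex Red detection 45 min RT; Hill fit → AC50.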
# GAA inh: qHTS Assay for Inhibitors of Human alpha-Glucosidase as a Potential Chaperone Treatment of Pompe Disease; purified human GAA, 4-MU-alpha-glucoside fluorescence; Potency, µM (highest dose often 76.9 µM), without a hit: at the top dose activity change, negative = inhibition, hits mostly inhibitors; hit rate 0.005% among 200,000;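 further: plate controls were uninhibited enzyme wells for no effect and no-enzyme background for full effect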
#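 Compounds are titrated up to 77 uM against 4 nM human enzyme. Substrate 4-methylumbelliferyl-alpha-D-pyranoside (400 uM) reacts 20 min at room temperature in pH 5.0 buffer; liberated 4-methylumbelliferone is read at 440 nm.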
# HTT ATP protect: qHTS Multiplex Assay to Identify Dual Action Probes in a Cell Model of Huntington: Cytoprotection (ATP). PC12 HTT-Q103 induced, cytoprotection, ATP luminescence, 40 h. Potency, µM (titrated, usually from 56.4 µM), for inactives: cytoprotection (ATP increase), hits mostly activators. hit rate 0.14% among 230,000. AID 1471, 2008;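 further: % of control where 0% means no effect; nearly all actives have a fitted effect of over 45% in size; toxic huntingtin expression switched on by the ecdysone agonist tebufenozide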
#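 Stable PC12 Q103-GFP cells in serum-supplemented, phenol red-free DMEM; induction by tebufenozide at 100 nM final; compound dose series; cell viability quantified luminescently from ATP.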
# Tau fibril ThT: qHTS for Inhibitors of Tau Fibril Formation, Thioflavin T Binding; Potency, µM (highest dose often 57.4 µM), without a hit: at the highest dose activity, negative = inhibition, hits mostly inhibitors; Microtubule-associated protein tau (Homo sapiens), P10636; hit rate 2.1% among 270,000; recombinant tau K18 P301L, heparin-induced fibrillization, ThT fluorescence; further: on the % scale 0 is the no-effect control and ±100 the full control effect; nearly all actives have a fitted effect of over 55% in size
# Target sequence (P10636 561-689 P618L limits assumed): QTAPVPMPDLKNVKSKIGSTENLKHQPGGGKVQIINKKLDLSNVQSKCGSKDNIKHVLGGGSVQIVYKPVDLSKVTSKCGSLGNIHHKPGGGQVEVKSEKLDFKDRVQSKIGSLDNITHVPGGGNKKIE
#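 Using a mix of unlabeled (15 uM) and Alexa 594-labeled (0.24 uM) tau K18 P301L, heparin-triggered fibrillization over 6 hr at 37 C was scored by ThT fluorescence.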
# Tau fibril FP: qHTS for Inhibitors of Tau Fibril Formation, Fluorescence Polarization; Microtubule-associated protein tau (Homo sapiens), P10636; K18 P301L tau heparin fibrillization, Alexa594 FP, 6 h; Potency, µM (top dose mostly 57.7 µM), for inactives: top-dose activity, negative = inhibition, most hits filed as inhibitors; hit rate 0.39% among 280,000; further: on the % scale 0 is the no-effect control and ±100 the full control effect; nearly all actives have a fitted effect of over 55% in size
#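 FP of Alexa 594-tau after heparin (20 uM) induction. Substrate: human K18 P301L, 15 uM unlabeled, 0.24 uM labeled. Buffer 100 mM sodium acetate pH 7. 6 hr, 37 C.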
# * marks the source's active call; other numbers are inactive results; ? = inconclusive; nt = no result given; & = joins results of further samples; [ ] = another dose, or the depositor's remark. The call rests on the fitted dose curve; in most records, active means well fitted curve in the direction sought with a large enough effect; inconclusive means small, poorly fitted or top-dose-only effect, or another doubt; inactive means no such curve, though single readings can be large; an effect the other way counts as inactive or inconclusive. Potency means the concentration at half of the fitted maximal effect.
SMILES,aGlu spleen mod,GLA spleen mod,Tau fluor counter,GAA glycogen,GAA inh,HTT ATP protect,Tau fibril ThT,Tau fibril FP
O=C(CN1C(=O)NC2(CCCCCCC2)C1=O)NC1CCCc2ccccc21 (stereo unspecified),5%,9%,-4%,-4%,2%,16%[10 µM],-5%,-5%
Cc1cc(OCc2nnc(SCC(=O)OC3CCCCC3)o2)ccc1Cl,-4%,-7%,-3%,0%,-1%,13%,-6%,8%
O=C1NNC(c2ccccc2)=N/C1=C\c1ccco1,-9%,8%,?,-16%,-8%,-13%[10 µM],18µM*,?
O=C(c1ccc2c3c(cccc13)CC2)C1CCCN(C(=O)c2cccnc2)C1 (stereo unspecified),-4%,3%,-5%,2%,7%,-17%[10 µM],-9%,-2%
O=C(Nc1ccccc1)N1CC=C(c2ccc(F)cc2)CC1,4%,6%,-8%,5%,4%,6%[1.9 µM],?,?
COc1ccccc1C(O)Cc1nc2ccccc2n1C (stereo unspecified),-5%,-5%,-2%,-2%,0%,-4%,0%,2%
Cc1ccc(S(=O)(=O)c2c(C)nn(-c3ccccc3)c2OC(=O)c2ccccc2F)cc1,nt,nt,-12%,-8%[76.3 µM],nt,nt,-11%,-1%
CCOC(=O)N1CCC(NC(=O)c2ccc3c(c2)ncn3C2CCCC2)CC1,-17%,-4%,3%,-1%,1%,-1%,-3%,0%
COc1ccc(/C(O)=C2/C(=O)C(=O)N(CCN(C)C)C2c2ccccc2)cc1Cl (stereo unspecified),-10%,-3%,2%,1%,5%,0%,2%,2%
CC(=O)N/C(=C/c1ccc2c(c1)OCO2)C(=O)O,-5%,-12%,4%,-8%,10%,18%[10 µM],8%,3%
Cc1c(Cl)cccc1NC(=O)CCOc1ccccc1,nt,nt,-15%,-17%[76.3 µM],nt,nt,-17%,-12%
COc1ccc(N2CCN(C(c3nnnn3CCc3ccccc3)C(C)C)CC2)cc1 (stereo unspecified),6%,14%,-16%,-24%,0%,7%,?,12%
Cc1ccc(S(=O)(=O)N(CC(=O)NCc2cccnc2)C2CCCCC2)cc1,2%,3%,7%,-18%,?,nt,5%,-1%
CCN(CC)CCN(C(=O)CN1C(=O)CCC1=O)c1nc2cc3c(cc2s1)OCO3,-1%,-1%,-6%,-3%,-5%,-12%,-5%,-8%
OCCCNC(=S)NC1CCCC1,1%,-3%,6%,12%,8%,0%[10 µM],5%,5%
CCOc1ccc(NC(=NCc2ccc3c(c2)OCO3)SC2CC(=O)N(c3ccc(OCC)cc3)C2=O)cc1 (stereo unspecified),-2%,5%,?,-3%,6%,2%[10 µM],-4%,-14%
Cc1ccc(C(=O)N2CCN(C(=O)c3ccc(C)cc3)C2)cc1,-15%,5%,0%,-10%,-3%,nt,1%,-7%
Cc1nnc(SCC(=O)NCc2ccccc2)n1-c1ccccc1,2%,0%,1%,-1%,-3%,-1%,-3%,2%
C/C(=N\NC(=O)c1ccc(CSc2nc(C)cc(C)n2)cc1)c1ccco1,-7%,1%,0%,-25%,-3%,-14%,?,-9%
CCOC(=O)c1c(C)c(C(=O)NCCc2ccc(OC)cc2)c(C)n1C,nt,nt,-1%,12%[76.3 µM],nt,nt,-6%,-8%
Cc1ccc(CNC(=O)CCNS(=O)(=O)c2ccc(Br)s2)cc1,9%,10%,-6%,8%,4%,-25%,0%,0%
CC(=O)Nc1nnc(-c2c(-c3c(Cl)cccc3Cl)noc2C)o1,3%,-2%,-20%,6%,-3%[15.4 µM],10%[10 µM],-22%,-2%
Cc1cc(C(=O)N2CCCC(C(=O)c3cc(F)ccc3F)C2)c(C)o1 (stereo unspecified),0%,2%,4%,2%,-1%,-23%,?,-2%
Cc1ccc(/C=C/C(=O)N2CCCC(C(N)=O)C2)o1 (stereo unspecified),2%,4%,3%,0%,-7%,-4%[10 µM],-2%,-10%
O=C(Cn1ncc2ccccc21)N1CCc2ccccc21,-7%,2%,1%,4%,-1%,-4%[10 µM],-11%,5%

# 9 compounds out of the list, sorted by formula weight, descending.
SMILES,aGlu spleen mod,GLA spleen mod,Tau fluor counter,GAA glycogen,GAA inh,HTT ATP protect,Tau fibril ThT,Tau fibril FP
Cc1ccc(CNC(=O)CCNS(=O)(=O)c2ccc(Br)s2)cc1,9%,10%,-6%,8%,4%,-25%,0%,0%
Cc1ccc(S(=O)(=O)N(CC(=O)NCc2cccnc2)C2CCCCC2)cc1,2%,3%,7%,-18%,?,nt,5%,-1%
Cc1cc(OCc2nnc(SCC(=O)OC3CCCCC3)o2)ccc1Cl,-4%,-7%,-3%,0%,-1%,13%,-6%,8%
O=C(CN1C(=O)NC2(CCCCCCC2)C1=O)NC1CCCc2ccccc21 (stereo unspecified),5%,9%,-4%,-4%,2%,16%[10 µM],-5%,-5%
Cc1c(Cl)cccc1NC(=O)CCOc1ccccc1,nt,nt,-15%,-17%[76.3 µM],nt,nt,-17%,-12%
O=C(Cn1ncc2ccccc21)N1CCc2ccccc21,-7%,2%,1%,4%,-1%,-4%[10 µM],-11%,5%
Cc1ccc(/C=C/C(=O)N2CCCC(C(N)=O)C2)o1 (stereo unspecified),2%,4%,3%,0%,-7%,-4%[10 µM],-2%,-10%
O=C1NNC(c2ccccc2)=N/C1=C\c1ccco1,-9%,8%,?,-16%,-8%,-13%[10 µM],18µM*,?
CC(=O)N/C(=C/c1ccc2c(c1)OCO2)C(=O)O,-5%,-12%,4%,-8%,10%,18%[10 µM],8%,3%

# Continued:
SMILES,aGlu spleen mod,GLA spleen mod,Tau fluor counter,GAA glycogen,GAA inh,HTT ATP protect,Tau fibril ThT,Tau fibril FP
CC(C)(C)c1ccc(C(=O)NNC(=S)NCC2CCCO2)cc1 (stereo unspecified),-11%,-1%,-4%,-5%,-9%,nt,-5%,0%
Cc1ccccc1OCC(=O)N(CC(C)C)c1c(N)n(CC(C)C)c(=O)[nH]c1=O,-4%,0%,-8%,3%,0%[15.4 µM],10%[10 µM],-10%,5%
C/C=C/Cn1cccc(C(=O)Nc2ccc(OC)cc2)c1=O,-2%,-4%,-6%,-2%,5%,-8%[10 µM],-11%,-4%
COc1ccccc1N1CCN(C(=O)c2ccc(NC(C)=O)cc2)CC1,-13%,-3%,-1%,3%,-4%,-28%,4%,-4%
Cc1cc(-c2nc3ncccc3o2)ccc1NC(=O)COc1ccc(C(C)(C)C)cc1,nt,nt,-6%,-4%[76.3 µM],nt,nt,?,-1%
CS(=O)(=O)N1CCN(c2cccc(Cl)n2)CC1,-1%,4%,-13%,7%,-2%,1%,-15%,-6%
Cc1nc(N2CCOCC2)nc2c1CCC2,nt,6%,-7%,3%,-5%,-22%,-5%,-1%
O=C(CN1CCCN(S(=O)(=O)c2ccc(F)cc2)CC1)Nc1ccccc1Br,-11%,-10%,-17%,-1%,-6%,-3%[10 µM],?,6%
COc1ccc(OCc2nn3c(-c4ccccn4)nnc3s2)cc1,4%,0%,-3%,-11%,-11%,-20%,?,5%
CN1CCCN(C(=O)/C=C/c2ccc(Cl)cc2Cl)CC1,-4%,-7%,0%,8%,-1%,-16%,-6%,7%
CCc1ccccc1NC(=S)N1CCN(c2ccccn2)CC1,0%,5%,4%,-4%,-8%,12%[10 µM],1%,6%
Cc1ccc2nc(-c3cccc(NC(=O)c4ccc(Br)o4)c3)oc2c1,nt,nt,?,-15%[76.3 µM],nt,nt,?,?
CCOc1ccc(Cl)cc1S(=O)(=O)N1CCCC1,-3%,-3%,-8%,-2%,?,7%,-7%,2%
O=C(Nc1ccc2c(c1)OCO2)c1cncc(Br)c1,2%,-1%,-17%,1%,-3%,-10%,-16%,-5%
COc1ccccc1C1CC(c2ccc(C)cc2)Nc2ncnn21 (stereo unspecified),-22%,9%,3%,-1%,-9%,-14%[10 µM],-13%,5%
COC(=O)Nc1ccc(S(=O)(=O)N2CCCCCC2)cc1,-4%,-3%,2%,2%,-1%,-9%[10 µM],4%,9%
COc1ccc(NC(=O)NCCN2CCc3ccccc3C2)cc1,10%,2%,-8%,5%,-2%,12%[1.9 µM],-9%,6%
COc1ccc(NC(=O)COC(=O)/C=C/C(=O)OCC(=O)Nc2ccc(OC)c(Cl)c2)cc1Cl,-7%,-8%,-2%,4%,4%,7%[10 µM],0%,10%
CC(C)COC(=O)Nc1ccccc1C(=O)N1CCOCC1,8%,3%,7%,4%,-15%,-4%,3%,-1%
C=CCN1C(=O)/C(=C2/Sc3ccccc3N2CCCS(=O)(=O)O)SC1=S,0%,1%,-10%,-14%,-3%,-4%,?,1%
N#CCCN(C(=O)CO/N=C/c1cccc([N+](=O)[O-])c1)c1ccccc1,-11%,0%,-8%,0%,1%,-12%,-9%,0%
O=C(Nc1nnc(-c2cccs2)s1)c1cccc(F)c1,6%,12%,8%,7%,-11%,-48%[inhibitor],-6%,-2%
CCOC(=O)CSc1ccc2nnc(CCNS(=O)(=O)c3ccccc3)n2n1,4%,-7%,-6%&2%,-15%,-3%,-41%,-8%&4%,1%&2%
